TcdB GH inh: blocks C. difficile toxin B glycohydrolase activity | TcdB glycohydrolase enzymatic assay, plate reader | inhibition, % at 9.99 µM | 0.24% of 350,000 active | AID 652162; in the data active means inhibition above about 10%
Target sequence (P18177 whole entry, looked up): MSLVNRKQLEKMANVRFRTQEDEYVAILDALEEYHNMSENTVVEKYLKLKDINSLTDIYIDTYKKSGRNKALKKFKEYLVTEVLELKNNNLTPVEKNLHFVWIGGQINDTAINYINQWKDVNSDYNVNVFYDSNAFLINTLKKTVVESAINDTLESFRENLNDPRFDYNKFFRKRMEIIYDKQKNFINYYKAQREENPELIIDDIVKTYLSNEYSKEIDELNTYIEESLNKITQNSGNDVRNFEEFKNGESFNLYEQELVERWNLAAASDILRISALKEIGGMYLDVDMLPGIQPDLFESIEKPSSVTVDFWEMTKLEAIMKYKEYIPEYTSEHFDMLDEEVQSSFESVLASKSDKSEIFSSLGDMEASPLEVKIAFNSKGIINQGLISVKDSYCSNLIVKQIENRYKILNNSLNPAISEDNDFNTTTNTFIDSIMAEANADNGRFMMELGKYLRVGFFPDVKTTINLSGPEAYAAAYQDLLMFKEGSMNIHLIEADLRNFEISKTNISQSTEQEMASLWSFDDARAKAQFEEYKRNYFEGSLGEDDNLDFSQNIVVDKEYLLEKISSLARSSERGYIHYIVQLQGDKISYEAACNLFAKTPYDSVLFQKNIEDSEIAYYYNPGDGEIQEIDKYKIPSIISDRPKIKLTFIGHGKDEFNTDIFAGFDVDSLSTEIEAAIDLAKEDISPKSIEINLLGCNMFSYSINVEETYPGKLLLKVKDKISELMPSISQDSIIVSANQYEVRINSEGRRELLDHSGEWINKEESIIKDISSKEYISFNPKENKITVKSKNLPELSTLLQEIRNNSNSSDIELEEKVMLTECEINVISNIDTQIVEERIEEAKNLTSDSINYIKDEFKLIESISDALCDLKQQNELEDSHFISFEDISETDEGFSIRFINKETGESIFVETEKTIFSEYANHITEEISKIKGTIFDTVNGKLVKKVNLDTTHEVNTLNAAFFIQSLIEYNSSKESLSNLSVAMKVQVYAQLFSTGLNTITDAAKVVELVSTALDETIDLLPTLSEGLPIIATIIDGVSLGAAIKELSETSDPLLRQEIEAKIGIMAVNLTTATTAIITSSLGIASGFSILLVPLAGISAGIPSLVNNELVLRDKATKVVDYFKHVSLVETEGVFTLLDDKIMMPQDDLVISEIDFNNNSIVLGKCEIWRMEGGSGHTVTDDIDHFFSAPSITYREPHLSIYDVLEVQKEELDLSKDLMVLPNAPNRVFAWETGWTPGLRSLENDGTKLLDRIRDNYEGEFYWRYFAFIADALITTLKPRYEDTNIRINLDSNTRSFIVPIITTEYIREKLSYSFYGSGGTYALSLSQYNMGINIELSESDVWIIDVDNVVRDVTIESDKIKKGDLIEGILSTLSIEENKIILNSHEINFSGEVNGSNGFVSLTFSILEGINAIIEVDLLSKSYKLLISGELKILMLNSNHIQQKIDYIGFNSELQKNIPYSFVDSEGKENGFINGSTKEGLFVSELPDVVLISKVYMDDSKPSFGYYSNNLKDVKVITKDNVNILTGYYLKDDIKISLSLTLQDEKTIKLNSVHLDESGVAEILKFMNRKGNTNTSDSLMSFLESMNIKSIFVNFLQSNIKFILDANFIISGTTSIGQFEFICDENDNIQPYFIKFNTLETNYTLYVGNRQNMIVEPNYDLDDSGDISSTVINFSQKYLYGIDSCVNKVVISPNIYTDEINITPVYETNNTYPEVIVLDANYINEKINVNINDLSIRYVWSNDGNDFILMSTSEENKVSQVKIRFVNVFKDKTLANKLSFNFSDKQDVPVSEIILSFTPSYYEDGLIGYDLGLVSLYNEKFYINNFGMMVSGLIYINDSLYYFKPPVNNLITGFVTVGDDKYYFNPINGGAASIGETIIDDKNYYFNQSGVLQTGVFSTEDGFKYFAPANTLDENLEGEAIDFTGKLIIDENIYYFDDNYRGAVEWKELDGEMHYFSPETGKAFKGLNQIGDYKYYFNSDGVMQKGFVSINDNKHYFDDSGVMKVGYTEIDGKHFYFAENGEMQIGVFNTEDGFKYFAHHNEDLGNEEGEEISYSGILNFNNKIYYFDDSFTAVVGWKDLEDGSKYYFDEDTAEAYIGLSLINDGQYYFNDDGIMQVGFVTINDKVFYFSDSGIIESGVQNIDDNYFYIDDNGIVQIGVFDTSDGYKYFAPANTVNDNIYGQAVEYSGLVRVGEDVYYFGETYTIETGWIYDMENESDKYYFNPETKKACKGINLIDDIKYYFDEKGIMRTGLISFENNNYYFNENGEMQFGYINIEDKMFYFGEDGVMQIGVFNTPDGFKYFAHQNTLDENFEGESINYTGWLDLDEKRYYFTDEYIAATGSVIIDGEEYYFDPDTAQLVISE
3CLpro inhibitor: SARS-CoV 3CLpro protease inhibition; inhibition, % at 6 µM; recombinant SARS-CoV 3CLpro, quenched FRET peptide cleavage; AID 1706; 0.14% of 290,000 active; in the data active means inhibition above about 12%
Y pestis TopoI: blocks Yersinia pestis topoisomerase I activity | activity, % at 10 µM | 0.064% of 360,000 active | Y. pestis Topo-I cleavage product accumulation, plate reader; in the data active means activity above about 50%, passing the limit was not always enough; further: inactives centre near 2
SSB-PriA inh: blocks PriA binding to SSB C-terminal tail | 0.6% of 430,000 active | inhibition, % at 33 µM | AlphaScreen SSBct-PriA binding, biotinylated peptide; in the data active means inhibition mostly above about 37%, no sharp cut-off; inactive means mostly below about 20%;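 further: plate controls were negative control peptide for no effect and reference peptide for full effect; strong numbers were not always called active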
VHR inh abs: DUSP3 (human) phosphatase inhibition. P51452. recombinant VHR phosphatase, pNPP absorbance. inhibition, % at 13.3 µM. 0.52% of 290,000 active. AID 1654; in the data active means inhibition above about 50%; further: some compounds called inactive have numbers as strong as hits
CCHF vOTU inh: CCHFV vOTU protease inhibition | AID 651958 | inhibition, % at 11.5 µM | 0.55% of 370,000 active | Pep-AMC fluorescence; in the data active means inhibition above about 30%; further: 0% = vehicle wells with enzyme and 100% = no enzyme wells
Vc quorum ag: induces V. cholerae light production without autoinducers; activation, % at 18.7 µM; AID 588436; 0.16% of 350,000 active; V. cholerae BH1578 lux reporter, luminescence, 6 h; in the data active means activation mostly above about 9.7%, no sharp cut-off; further: not every result past the cut was called active; inactives centre near 0; reference of the scale not given here
MazF activator: activators of E. coli MazEF toxin-antitoxin RNase | P0AE70 | FAM/BHQ RNA-DNA oligo cleavage fluorescence, 5 h | activation, % at 20 µM | 0.32% of 350,000 active | AID 504720; in the data active means activation above about 50%
PrPC TRFRET: reduces human prion protein on the cell surface | cell surface PrPC, TR-FRET read-out | 0.43% of 370,000 active | P04156 | AID 720596 | inhibition, % at 13.8 µM; in the data active means inhibition above about 24%; further: 0% = median of the test wells and 100% = reference compound wells
Rv3671c protease: inhibitors of M. tuberculosis serine protease Rv3671c; 0.048% of 320,000 active; P9WHR9; inhibition, % at 5.96 µM; in the data active means inhibition above about 38%;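 further: extracellular domain of Rv3671c used as enzyme; 0% = enzyme with DMSO and 100% = no enzyme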
* marks the source's active call; other numbers are inactive results; i = inactive; . = no result given; & = joins results of further samples. This is a subset; count on the stated rates, not on these rows.

SMILES	TcdB GH inh	3CLpro inhibitor	Y pestis TopoI	SSB-PriA inh	VHR inh abs	CCHF vOTU inh	Vc quorum ag	MazF activator	PrPC TRFRET	Rv3671c protease
CN(C)c1ccc(-c2ccnc3c2CC(C)(C(=O)NCC2CCOCC2)O3)cc1 (stereo unspecified)	1.1	.	11	.	.	-35	i	.	0	.
COCCN(C(=O)Cc1cccs1)c1nnc(-c2cccnc2)s1	.	0	-6	-12	35	7	-6.2	-4	1	0
COc1ccc2nc(SCC(C)=O)c(C#N)cc2c1	.	2	0	-17	-15	-2	i	934*	-6	-3
O=S(=O)(Cc1ccc(Cl)cc1)N1CCCCCC1	0.5	-3	3	8	10	9	i	1	-2	2
COc1cccc(-c2nc(CS(=O)(=O)CC(=O)NC3CC3)c(C)o2)c1	9.5	-2	2	-9	6	12	i	6	7	2
Cc1oc(C(C)(C)C)cc1C(=O)N1CCN(C(c2ccccc2)c2ccccc2)CC1	2.8	3	10	-3	14	-3	1.1	13	-6	-9
Cc1cccc(-n2ncc3c2CCCC3NC(=O)C2(C(N)=O)CC2)c1C (stereo unspecified)	-5.8	0	9	-8	-2	4	i	1	12	0
COc1cc(CCC(=O)OCC(=O)Nc2cccc(S(=O)(=O)N(C)C)c2)cc(OC)c1OC	0.8	0	16	-6	-4	6	0.7	-3	-2	-6
CCOC(=O)CSc1cc(C(F)(F)F)nc(-c2ccccn2)n1	1.4	1	6	-5	21	-4	i	4	0	-1
Cc1ccc(S(=O)(=O)NC(=O)C2(C)CCN2C(=O)COc2ccc(Cl)cc2)nc1 (stereo unspecified)	0.0	.	-7	.	.	19	-0.3	.	-6	.
O=C1OC(N2CCN(C(=O)C3CCCO3)CC2)c2ccccc21 (stereo unspecified)	.	0	2	1	8	9	-0.2	3	-2	-3
CCCCCN(CCCCC)C(=O)C(CCC(=O)O)NC(=O)c1ccc(Cl)c(Cl)c1 (stereo unspecified)	2.5	.	20	-5	.	20	-0.4	-7	-2	-2
O=C(NC(=S)Nc1ccc(S(=O)(=O)N2CCCCC2)cc1)c1cccs1	0.6	1	11	4	1	10	2.7	0	-3	2
O=C(/C=C/c1ccc(OC2CSC2)cc1)c1ccccc1	.	-1	1	-14	10	6	-0.2	-3	2	-11
COC(=O)c1ccc(CSC2=NC[C@@H]3[C@@H]4C(=O)N(Cc5ccccc5)C(=O)[C@@H]4[C@](Cc4ccccc4)(C(=O)OC)N23)cc1	-0.2	.	21	-4	.	7	i	-1	5	.
CC(=O)c1ccc(OC2(C)CCN(Cc3cccn3-c3nccs3)C2)cc1 (stereo unspecified)	0.5	.	5	.	.	0	-1.2	.	-2	.
COc1c(C)cccc1C(=O)NC(=S)Nc1cccc2nsnc12	0.6	-4	8	-8	10	0	-0.2	-19	-3	.
Clc1ccc2nc(-c3ccc4c(c3)OCO4)cn2c1	1.0	1	3	0	13	-62	3.3	6	3	-2
CCN1C(=O)[C@@H]2[C@@H](c3ccc(-c4ccc(C(C)=O)cc4)cc3)N3CCCC[C@@]3(C(=O)OC)[C@@H]2C1=O	2.5	.	25	6	.	1	i	-8	-2	-8
O=C(CSc1nnc(SCc2ccc(Cl)cc2)s1)N/N=C/c1ccccc1C(=O)O	0.5	-7	14	i	-8	0	i	-16	5	-2
COc1ccnc(Oc2ccc(F)cc2)c1C(=O)N/C=N/OCc1ccc(F)cc1Cl	0.0	-3	29	.	4	5	i	1	2	3
CN(CCC#N)Cc1cc(=O)oc2ccc3ccccc3c12	1.7	1	-5	0	5	-14	-0.4	0	-2	-1
CCC(C)(C)C1CCc2[nH]nc(C(=O)NCCN3CCOCC3)c2C1 (stereo unspecified)	0.6	.	17	6	.	13	-0.3	7	3	7
COc1ccc(NC(=O)NNC(=O)c2ccc(-c3ccccc3)cc2)c(OC)c1	-1.1	-2	2	2	4	-14	i	-8	4	.
CC(=O)c1cc2c(cc1NC(=O)c1cc3nc(C(C)C)cc(C(F)(F)F)n3n1)OCO2	.	-2	-1	-6	8	-7	-0.3	-4	-7	-5
(cont.)
SMILES	TcdB GH inh	3CLpro inhibitor	Y pestis TopoI	SSB-PriA inh	VHR inh abs	CCHF vOTU inh	Vc quorum ag	MazF activator	PrPC TRFRET	Rv3671c protease
COc1cccc(-c2c(-c3cc(OC)cc(OC)c3)n(C)c3ccc(-c4ccc(OC)nc4)cc23)c1	0.4	.	3	-23	.	8	-0.6	-6	8	1
CCN(c1ccccc1)S(=O)(=O)c1cccc(C(=O)N(C)CCOc2ccccc2)c1	1.3	.	31	-10	.	15	-2.9	-8	5	1
CC(=O)N(Cc1ccccc1)c1ccccc1C(=O)O	-1.6	-1	-1	-19	9	14	1.0	-4	8	8
CCCCc1n[nH]c2c1C(=O)CC(C)(C)C2	.	1	0	1	22	11	0.7	5	1	-1
CCc1n(CC(O)COC2CCCCC2)c2ccccc2[n+]1C (stereo unspecified)	3.0	-2	8	-10	12	4	-0.3	8	4	5
COc1ccc(CNC(=O)c2nnn(-c3cccc(C(F)(F)F)c3)c2N)cc1	0.5	4	3	9	16	20	i	7	0	-4
Cc1ccc(S(=O)(=O)N/N=C/c2ccc(O)cc2O)cc1[N+](=O)[O-]	4.9	-4	-1	.	-17	1	-0.3	4	4	2
CC1(C)CC2CN(C(=O)Cc3ccccc3)C(C)(C2)C1 (stereo unspecified)	2.6	-3	-4	33	-7	-4	-0.2	-10	5	-2
Cc1nn(C)c(Oc2ccccc2)c1CCNC(=O)CCl	0.8	0	3	-7	36	6	-0.7	11	1	-6
C=CC[C@@H](CC(=O)N[C@H](CO)Cc1ccccc1)C(=O)N[C@H](COC(=O)[C@@H](CC=C)Cc1ccc(F)cc1)C(C)(C)C	0.2	.	28	-6	.	11	-0.8	-7	0	3
O=C(Nc1ccc(Br)cc1)C1CCN(c2cnccn2)CC1	-0.1	3	10	7	11	0	-0.7	6	13	0
C/C(=N\O)C(C)Oc1ccc(Cl)cc1 (stereo unspecified)	-0.7	1	3	.	20	-14	i	8	2	6
COc1ccc(C(=O)Nc2ccc(F)cc2F)cc1OC	.	-8	-3	-18	15	-11	-0.4	1	-4	13
CCc1ccc(C(=O)O)cc1	1.1	1	2	-5	23	-4	i	-7	-4	2
Cc1cc2c(cc(C(=O)OC(C)C(=O)NCc3ccccc3)n2C)o1 (stereo unspecified)	0.6	.	6	-4	.	16	i	-2	7	.
Cc1cccc(NC(=O)c2cccc(S(=O)(=O)N3CCCC3)c2)n1	-2.9	.	3	-2&-9	.	-2	7.1	3	-1	8
COc1ccc(-n2ccnc(SCC(=O)NC3CCCC3)c2=O)cc1	0.6	1	-4	-4	-3	-5	-2.6	-3	-14	-10
O=C(Nc1ccccc1Cl)c1cc(S(=O)(=O)N2CCCC(C(=O)O)C2)ccc1F (stereo unspecified)	.	4	-5	-4	-15	-10	-0.1	6	-2	2
COc1ccc(NC(=S)N2CCC(C(=O)c3ccc(C)cc3)CC2)cc1	1.9	1	14	-23	-10	-9	i	-1	4	-1
O=C(NNc1c(Cl)cc(Cl)cc1Cl)C1CCC1	0.0	0	2	5	-6	0	-0.3	1	-4	1
N#C/C(=C\c1c(N2CCN(Cc3ccccc3)CC2)nc2ccccn2c1=O)S(=O)(=O)c1ccccc1	-0.9	3	0	8	-13	6	1.6	-18	-14	-41
Cc1ccc(CCNC(=O)c2nnc(CS(=O)(=O)c3ccccc3)o2)cc1	1.1	-4	14	-5	-18	-1	-0.4	7	7	-11
CCOC(=O)C1CCN(C(=O)c2ccc(OCC(=O)Nc3ccc(OCC)cc3)c(OC)c2)CC1	0.2	.	28	-5	.	2	0.6	0	2	3
CCOc1ccc(C(=O)NCC(=O)NCC(c2ccc(OC)cc2)N2CCCC2)cc1 (stereo unspecified)	1.0	.	26	-15	.	0	-0.8	3	3	-1
O=C(NCc1cccs1)c1ccc(S(=O)(=O)N2CCOCC2)cc1	1.2	6	1	-7	-1	-2	-0.3	-6	0	5

Part of the list above, reduced to Y pestis TopoI:
| SMILES | Y pestis TopoI |
| --- | --- |
| CCOC(=O)C1CCN(C(=O)c2ccc(OCC(=O)Nc3ccc(OCC)cc3)c(OC)c2)CC1 | 28 |
| CCOc1ccc(C(=O)NCC(=O)NCC(c2ccc(OC)cc2)N2CCCC2)cc1 (stereo unspecified) | 26 |

Further entries.
SMILES	TcdB GH inh	3CLpro inhibitor	Y pestis TopoI	SSB-PriA inh	VHR inh abs	CCHF vOTU inh	Vc quorum ag	MazF activator	PrPC TRFRET	Rv3671c protease
COc1cc(/C=C2\NC(=S)N(C)C2=O)ccc1OCc1cccc(F)c1	0.3	0	2	6	1	0	-0.6	11	-2	-5
CCc1nnc(NC(=O)CCCSc2nc3ccccc3[nH]2)s1	0.8	4	2	-5	22	0	-0.6	-2	1	1
C/C(=N\Nc1nc2c(s1)CCCC2)c1ccccc1	.	-1	-14	.	7	-4	-0.4	2	-7	-3
CN1CCN(C2=C(Cl)C(=O)c3ccccc3C2=O)CC1	-1.1	.	-14	16	.	106*	.	-40	-34	.
CCSc1nnc(NC(=O)c2ccc(C)cc2)s1	.	-4	3	-10	8	-13	-2.1	-5	2	-3
CCc1nnnn1-c1ccc([N+](=O)[O-])cc1C	-0.4	0	-14	-22	14	-17	-0.3	0	-16	-16
CCN(CC)S(=O)(=O)c1ccc(=O)n(CC(=O)N2CCCc3cc(C)ccc32)c1	1.4	.	13	1	.	-3	-2.1	-2	-2	4
Cc1nc(N2CCN(c3ccccc3)CC2)[nH]c(=O)c1C	1.8	-2	-16	-24	-29	-10	-0.9	1	9	7
Cc1ccccc1OCCN(C#N)c1nc(N(C)C)nc(N(C)C)n1	0.2	-3	-3	-27	4	-2	-1.4	-9	-1	6
COc1ccc(OC)c(S(=O)(=O)N2CCCC2C(=O)N2CCc3ccccc3C2)c1 (stereo unspecified)	0.7	-6	5	-6	-14	2	i	9	1	-3
O=C(CCNS(=O)(=O)c1ccccc1)N1CCCCCCC1	0.8	.	0	-6	.	-7	i	4	1	-1
COC(=O)[C@@H]1CCCN1C(=O)c1ccc(OC2CCN(Cc3ccccn3)CC2)cc1	0.1	6	2	-8	3	-2	-12	-7	4	2
Cc1cc(C(=O)Nc2cc(Br)ccc2O)on1	0.4	-4	-1	-15	53*	0	i	-10	2	-5
N#Cc1c(NC(=O)CSc2n[nH]c(Cc3ccccc3)n2)oc(-c2ccccc2)c1-c1ccccc1	.	7	33	-6	-4	12	i	2	-9	-113
Cc1cc(C(=O)N2CCN(c3ccccc3O)CC2)c(C)o1	3.2	.	12	10	.	10	-0.3	4	-6	1
CCOC(=O)CN1C(=O)S/C(=C\c2ccc3c(c2)OCO3)C1=O	-3.8	-2	7	-6	29	-1	0.4	0	5	9
Cc1ccc(OCc2ccoc2C(=O)O)cc1C	.	-6	-8	2	-7	10	i	-2	14	5
Cc1cc(C)n(-c2ccc(C(=O)Nc3cccc(S(=O)(=O)N4CCCC4)c3)cc2)n1	0.6	1	0	-8	-4	-14	0.7	-1	8	-11
C/C(=N\O)c1ccccc1C(=O)O	.	-3	1	.	-5	0	-0.5	0	0	-3
COc1cccc(C(=O)NC(=S)Nc2ccc3oc(=O)ccc3c2)c1	-0.4	1	6	-9	39	-4	-0.4	-2	-3	-4
CC(=O)c1cccc(N=Nc2c(-c3ccccc3)[nH]n(-c3ccccc3)c2=O)c1	-5.3	-3	3	12	9	-3	0.3	7	14	3
CCN1CCCSC1=S	-0.4	.	2	.	.	-5	i	.	-1	.
Cc1cccc(-c2nnc(SCc3nc4ccccc4[nH]3)n2Cc2ccco2)c1	.	1	30	5	19	-8	i	-2	7	3

Full records from above. Order of values: TcdB GH inh, 3CLpro inhibitor, Y pestis TopoI, SSB-PriA inh, VHR inh abs, CCHF vOTU inh, Vc quorum ag, MazF activator, PrPC TRFRET, Rv3671c protease
CCOC(=O)CN1C(=O)S/C(=C\c2ccc3c(c2)OCO3)C1=O reads -3.8, -2, 7, -6, 29, -1, 0.4, 0, 5, 9
Cc1ccccc1OCCN(C#N)c1nc(N(C)C)nc(N(C)C)n1 reads 0.2, -3, -3, -27, 4, -2, -1.4, -9, -1, 6
Cc1cc(C(=O)N2CCN(c3ccccc3O)CC2)c(C)o1 reads 3.2, ., 12, 10, ., 10, -0.3, 4, -6, 1
CCc1nnnn1-c1ccc([N+](=O)[O-])cc1C reads -0.4, 0, -14, -22, 14, -17, -0.3, 0, -16, -16
CCN(CC)S(=O)(=O)c1ccc(=O)n(CC(=O)N2CCCc3cc(C)ccc32)c1 reads 1.4, ., 13, 1, ., -3, -2.1, -2, -2, 4
